RGS4 inhibitor: human RGS4 inhibition | Transcreener GDP fluorescence polarization, RGS4-accelerated GTP hydrolysis | Potency, µM (top dose mostly 114 µM), inactives show at the top dose activity change, negative = inhibition, usual class: inhibitors | 390,000 compounds, 0.039% hits; further: potency means the concentration at half of the fitted maximal effect; on the % scale 0 is the no-effect control and ±100 the full control effect; nearly all actives have a fitted effect of over 75% in size; some results filed as inactive show a strong effect at the top dose
Target sequence (P49798 whole entry, looked up): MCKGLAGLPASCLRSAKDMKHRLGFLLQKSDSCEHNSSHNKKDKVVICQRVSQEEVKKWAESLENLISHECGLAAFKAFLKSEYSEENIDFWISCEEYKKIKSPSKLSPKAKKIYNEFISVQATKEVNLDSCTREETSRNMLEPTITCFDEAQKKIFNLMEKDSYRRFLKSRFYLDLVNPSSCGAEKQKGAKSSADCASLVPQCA
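MLSMR compounds (23 nl, pin-transferred) preincubated 10 min at room temperature with a 500nM (2x) first reagent, then RGS4 at 900nM (2x) plus Transcreener GDP mix added; fluorescence polarization (620/688 nm) read before and after 90 min at 30 °C.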
USP1-UAF1 inh: blocks the human USP1/UAF1 deubiquitinase complex; O94782; recombinant USP1/UAF1, Ub-Rhodamine cleavage fluorescence; Potency, µM (series often up to 57.1 µM), for inactives: top-dose activity change, negative = inhibition, most hits filed as inhibitors; 390,000 compounds, 0.23% hits; AID 743255; further: potency means the concentration at half of the fitted maximal effect; on the % scale 0 is the no-effect control and ±100 the full control effect; nearly all actives have a fitted effect of over 60% in size; inactives centre near -12
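High-throughput fluorogenic screen: 1nM USP1/UAF1 complex, Ub-Rho substrate 150nM final, 50mM HEPES pH 7.8 with 0.5mM EDTA, 0.1 mg/ml BSA, 1mM TCEP and 0.01% Tween-20.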
rTrxR1 inhibitor: blocks rat thioredoxin reductase 1 | O89049 | recombinant rTrxR1, NADPH fluorescence consumption, selenite substrate | Potency, µM (highest dose often 114 µM), for the others: at the highest dose activity change, negative = inhibition, usual class: inhibitors | 390,000 compounds, 1% hits; further: potency means the concentration at half of the fitted maximal effect; on the % scale 0 is the no-effect control and ±100 the full control effect; nearly all actives have a fitted effect of over 65% in size
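Rat TrxR1 (90 nM in the dispensed reagent) was pre-reduced with 400 uM NADPH for 5 min at room temperature, then incubated with compound for 15 min. After 400 uM selenite was added, NADPH fluorescence (Ex 340/Em 450 nm) was followed for 8 min.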
mIDH1 inhibitor: human IDH1 R132H inhibition; O75874; IDH1-R132H enzyme, NADPH consumption, diaphorase/resazurin fluorescence; Potency, µM (series often up to 76.6 µM), without a hit: top-dose activity change, negative = inhibition, hits mostly inhibitors; 390,000 compounds, 0.093% hits; AID 602179; further: potency means the concentration at half of the fitted maximal effect; on the % scale 0 is the no-effect control and ±100 the full control effect; nearly all actives have a fitted effect of over 65% in size
Target sequence (O75874 whole entry R132H, stated change not applied): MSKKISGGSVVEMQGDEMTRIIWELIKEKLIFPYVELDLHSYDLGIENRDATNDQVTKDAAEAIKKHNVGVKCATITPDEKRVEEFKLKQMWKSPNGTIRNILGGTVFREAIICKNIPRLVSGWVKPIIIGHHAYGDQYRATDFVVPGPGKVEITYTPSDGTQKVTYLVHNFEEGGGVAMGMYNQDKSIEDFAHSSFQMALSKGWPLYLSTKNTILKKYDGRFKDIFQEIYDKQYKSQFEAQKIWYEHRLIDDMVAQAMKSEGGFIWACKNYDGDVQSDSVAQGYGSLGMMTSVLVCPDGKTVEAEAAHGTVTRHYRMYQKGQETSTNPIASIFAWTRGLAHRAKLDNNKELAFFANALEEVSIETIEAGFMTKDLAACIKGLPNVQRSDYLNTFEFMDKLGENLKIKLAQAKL
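IDH1-R132H (0.5 ug/mL) preincubated 30 min with compound, then NADPH (0.016 mM) and alpha-KG (2 mM) added; 80 min at RT, pH 7.5. Remaining NADPH coupled via diaphorase/resazurin to fluorescence (540/590 nm); concentration-response curves normalized to no-enzyme control.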
Glioma ERSR ind: ER stress response induction in glioma. U87-MG GRP78 promoter luciferase reporter, 16 h. 420,000 compounds, 0.02% hits. Potency, µM, inactives show top-dose activation, usual class: activators; further: potency means the concentration at half of the fitted maximal effect; series mostly up to about 76 µM; % of control where 0% means no effect; nearly all actives have a fitted effect of over 35% in size
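ERSR induction read as luciferase luminescence (Bright-Glo, 10 min at room temperature) in stably transfected human U87-MG glioma cells exposed to compounds for 16 h, using GRP78 as sensor.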
TrxR1 substrate: substrates of rat thioredoxin reductase 1 | O89049 | Potency, µM (titrated, usually from 114 µM), without a hit: at the highest dose activity change, negative = substrate turnover | purified TrxR1 substrate turnover, NADPH consumption readout | 390,000 compounds, 0.01% hits | AID 588456; further: potency means the concentration at half of the fitted maximal effect; on the % scale 0 is the no-effect control and ±100 the full control effect; nearly all actives have a fitted effect of over 50% in size
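Rat TrxR1, dispensed at 90 nM, was prereduced with 400 uM NADPH (final) for 5 min at ~22 deg C, then incubated with compound 15 min before 400 uM selenite. A first-read NADPH fluorescence drop versus no-compound background flagged substrates.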
Vif-A3F inh: blocks the Vif interaction with APOBEC3F; HeLa A3F-eYFP + Vif (tagged APOBEC3F with the HIV-1 protein that degrades it), YFP fluorescence increase; Potency, µM (highest dose often 46.1 µM), inactives show top-dose activity, negative = active; 390,000 compounds, 0.2% hits; further: potency means the concentration at half of the fitted maximal effect; % of control where 0% means no effect; nearly all actives have a fitted effect of over 65% in size
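HeLa cells stably expressing Vif plus C-terminally eYFP-tagged A3F were seeded, incubated overnight at 37 deg C, dosed with compound, incubated overnight again at 37 deg C. Yellow fluorescence (Ex 488/Em 500-530) reported blocked Vif-mediated A3F-eYFP degradation.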
LDHA inh: inhibitors of human lactate dehydrogenase A | AID 1347041 | purified LDHA, NADH/diaphorase-resazurin fluorescence; hits give low values | activity change, % (values are at about 110 or 230 µM) | P00338 | 480,000 compounds, 0.15% hits; in the data active means activity change below about -30%; inconclusive means mostly about -25% to -30%;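 further: plate controls were DMSO wells for no effect and wells without enzyme for full effect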
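Enzyme activity of human lactate dehydrogenase 5 (2 nM; 0.06 mM NADH, 0.2 mM pyruvate, 5 min, RT) is measured via a resazurin/diaphorase fluorescence readout of residual NADH.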
Vif-APOBEC3G blk: inhibitors of Vif-APOBEC3G interaction; Potency, µM (series often up to 46.1 µM), without a hit: top-dose activity, negative = active, hits mostly inhibitors; HeLa A3G-eYFP + Vif (tagged APOBEC3G with the HIV-1 protein that degrades it), YFP fluorescence, overnight; Q9HC16; 410,000 compounds, 0.076% hits;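 further: potency means the concentration at half of the fitted maximal effect; on the % scale 0 is the no-effect control and ±100 the full control effect; nearly all actives have a fitted effect of over 60% in size; hits raise eYFP signal because A3G escapes Vif-driven loss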
Target sequence (Q9HC16 whole entry, looked up): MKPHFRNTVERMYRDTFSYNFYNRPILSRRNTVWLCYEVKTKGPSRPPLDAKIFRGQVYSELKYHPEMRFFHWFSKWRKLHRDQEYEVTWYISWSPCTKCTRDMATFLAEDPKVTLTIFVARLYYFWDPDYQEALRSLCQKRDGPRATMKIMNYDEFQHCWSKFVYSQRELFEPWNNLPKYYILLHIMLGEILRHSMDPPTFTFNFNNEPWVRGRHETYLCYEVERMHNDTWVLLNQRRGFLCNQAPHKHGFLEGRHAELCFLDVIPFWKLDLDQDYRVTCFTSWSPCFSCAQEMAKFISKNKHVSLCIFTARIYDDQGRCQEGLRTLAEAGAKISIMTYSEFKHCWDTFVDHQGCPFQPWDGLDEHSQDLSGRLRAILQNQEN
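Read-out is eYFP fluorescence (Ex 488/Em 500-530) from Vif-expressing HeLa A3G-eYFP cells; more signal means A3G escaped Vif-mediated degradation. Cells plated overnight, compound pinned in, incubated overnight at 37 deg C.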
Numbers without * were called inactive; ? = inconclusive; . = no result given; & = joins results of further samples; [ ] = dose if it differs, or a comment. Unless noted, the call rests on the fitted dose curve; in most records, active means well fitted curve in the direction sought with a large enough effect; inconclusive means small, poorly fitted or top-dose-only effect, or another doubt; inactive means no such curve, though single readings can be large; an effect the other way counts as inactive or inconclusive. These rows are one share of the data; count on the stated rates, not on these rows.

SMILES	RGS4 inhibitor	USP1-UAF1 inh	rTrxR1 inhibitor	mIDH1 inhibitor	Glioma ERSR ind	TrxR1 substrate	Vif-A3F inh	LDHA inh	Vif-APOBEC3G blk
CCOc1ccc(CCNC(=O)CSc2nnnn2-c2ccc(C)cc2C)cc1OCC	-13%	-24%	-2%	7%	-4%	-6%	2%	2	1%
Oc1ccccc1CNn1cnnc1	1%	-13%	-9%	3%	-2%	-4%	8%	-3	-1%
CCn1cc(C(=O)N(C)c2ccc(C(C)C)cc2)c2cc(OC)c(OC)cc2c1=O	23%	5%	10%	4%	3%	-2%	1%	1	3%
Cc1c(NC(=O)c2cc(C(C)C)on2)c(=O)n(-c2ccccc2)n1C	9%	-8%	-9%	4%	-4%	-9%	-4%	2	4%
CCOC(=O)c1cnn(-c2ccccc2)c1NC(=O)C(F)(F)C(F)(F)C(F)(F)F	28%[11.4 µM]	18%	6%	2%	-5%	-1%	1%	-5	5%
Cc1nn(CC(=O)NC(C)c2ccccc2)c(=O)c2cc3occc3n12 (stereo not drawn)	21%	0%	-10%	0%	-2%	-7%	6%	-15	5%
COC(=O)c1sccc1S(=O)(=O)N1CCN(c2ccc(Cl)cc2)CC1	-26%	?	-17%[57.1 µM]	-22%	-3%	-13%[57.1 µM]	1%	-3	1%
CCCN(Cc1cccs1)C(=O)Nc1cc(OC)ccc1OC	14%	-15%	15%	5%	-3%	-3%	9%	-1&0	-1%
O=C(c1ccc2c(c1)OCO2)C1CCCN(C(=O)NCc2ccccc2)C1 (stereo not drawn)	-11%	-6%	22%	0%	-3%	6%	4%	-4	-1%
O=C(CCCn1c(=O)c2ccccc2n(CC(=O)Nc2cccc(C(F)(F)F)c2)c1=O)NCc1ccc2c(c1)OCO2	6%	-8%	3%	1%	-3%	-8%	1%	-12	1%
CCOC(=O)c1ccc(NC(=O)CSc2nc(C)nc3c2c(=O)n(C)c(=O)n3C)cc1	1%	-4%	44%	2%	-5%	5%[57.1 µM]	-18%	-5	0%
COCCNC(=O)CCc1c(C)n(C)c2cc(-c3cc(OC)c(OC)c(OC)c3)nn2c1=O	15%	-23%	18%[57.1 µM]	6%	-2%	1%[57.1 µM]	0%	-5	-5%
Cc1ccc2[nH]c(-c3cccc(F)c3)cc(=O)c2c1	-3%	-24%	1%	6%	0%&-1%	8%	-9%	1	?
Cn1c(C(=O)NCCCN2CCN(c3cccc(Cl)c3)CC2)cc2c(=O)n(C)c3ccccc3c21	-14%	-19%	-5%[57.1 µM]	6%	-2%	11%	2%	-1	2%
CN1c2ccc(Cl)cc2C(=O)NC1c1ccc([N+](=O)[O-])s1 (stereo not drawn)	-8%	-8%	12%[57.1 µM]	3%	-5%	-18%[57.1 µM]	3%	-4	-7%
COc1ccc(CCNC(=O)CSc2nnc(NC(C)=O)s2)cc1OC	6%	-9%	-7%	-4%	-5%	-9%	-17%	-9	-6%
O=C(CSc1nc2[nH]ncc2c(=O)n1-c1ccccc1)N1CCCc2ccccc21	14%	-4%	34%	0%	2%	14%	-2%	-5	0%
CC(=O)c1cccc(NC(=O)C(OC(=O)/C=C/c2ccc3c(c2)OCO3)c2ccccc2)c1 (stereo not drawn)	8%	-5%	21%	5%	0%	7%	9%	-8	-6%
C=CC(=O)NC1CC2CCC1(C)C2(C)C (stereo not drawn)	-2%	-15%	10%[57.1 µM]	4%	-3%	7%[57.1 µM]	11%	-2	1%
O=C(NCc1cccnc1)C1c2ccccc2C(=O)N1C1CCCC1 (stereo not drawn)	-16%	-25%	13%	-7%	-4%	1%	-2%	-2	-1%
COC(=O)c1cc2c(N)c(C(=O)c3ccc(Cl)cc3)sc2nc1C(OC)OC	-22%	-24%	1%	9%	2%	-1%	?	-1	-18%
Cc1ccccc1C(=O)N1CCC(C(=O)NC2CCCCC2)CC1	3%	-18%	-1%	-2%	-3%	7%	-4%	-3	0%
Cc1ccc(C(=O)c2cc(C)sc2N)cc1	-12%	?	2%[57.1 µM]	5%	-4%	-1%[57.1 µM]	-9%	-7	-4%
C=CC(=O)Nc1ccc(CN2C(=O)N(c3c(Cl)c(OC)cc(OC)c3Cl)Cc3cnc(NCCCCN(CC)CC)nc32)cc1	-14%	-8%	?	-6%	-4%	12%[57.1 µM]	13%	5	-21%
CC1=C(C(=O)O)N2C(=O)C(NC(=O)c3ccc(F)cc3)C2SC1 (stereo not drawn)	?	-9%	-1%	4%	-2%	2%	-12%	3	0%
COc1ccc2ccccc2c1CNCc1ccccn1	-8%	3%	-10%[57.1 µM]	6%	7%	6%[57.1 µM]	-5%	-3	1%
C/C(=N\NS(=O)(=O)c1ccc(C)cc1)c1ccc(C)o1	10%	-20%	-6%[57.1 µM]	1%	0%	-1%[57.1 µM]	-1%	-2	0%
O=C1OCCC1=COCCCCOC=C1CCOC1=O	.	-11%	.	13%	-6%	.	-1%	1	6%
NC1=NC(=O)C(c2ccccc2)C(=O)N1 (stereo not drawn)	-3%	-4%	20%	0%	-3%	2%	0%	-13	0%
O=C1c2ccccc2S(=O)(=O)N1Cc1nnc(-c2ccccc2Br)o1	17%	6%	20%	1%	-1%	1%	-17%	-4	-5%
CCCNc1nc2c(c(=O)[nH]c(=O)n2C)n1CCCc1ccccc1	0%	-18%	6%[57.1 µM]	0%	-5%	4%[57.1 µM]	3%	-6	-2%
CCc1ccccc1NC(=S)N1CCN(c2cccc(OC)c2)CC1	-2%	-19%	-4%[57.1 µM]	4%	-9%	4%[57.1 µM]	-9%	-2	-4%
CCc1c(C)nc(SCC(=O)N2CC(C)OC(C)C2)[nH]c1=O (stereo not drawn)	12%	2%	-4%	-3%	0%	-7%	-11%	-13	-3%
CC(CCc1ccccc1)NC(=O)C1CCN(C(=O)c2sccc2-n2cccc2)CC1 (stereo not drawn)	-9%	-19%	1%[57.1 µM]	13%	-1%	14%[57.1 µM]	-11%	2	-3%
COc1ccc(NC(=O)CN2C(=O)CCc3cc(S(=O)(=O)N4CCOCC4)ccc32)c(OC)c1	2%	-16%	8%[57.1 µM]	-7%	-5%	1%[57.1 µM]	2%	-2	4%
COc1ccc(-c2cc(C(=O)NC3CCCC3)no2)cc1OC	-3%	-13%	18%	4%	3%	5%	-7%	-2	-1%
COc1ccc(-n2c(SCC3OCCO3)nc3c(sc(=S)n3-c3ccccc3)c2=O)cc1OC	13%	-3%	-5%	0%	3%	-9%	-9%	-2	-1%
COc1ccc(N(C(=O)c2snc(C(N)=O)c2N)C(C(=O)NC2CCCC2)c2cccs2)cc1OC (stereo not drawn)	-25%	?	4%	-10%	-4%	-5%	11%	-4	2%
COc1ccc(C(C)=NNc2ccc([N+](=O)[O-])cc2S(=O)(=O)Nc2ccccc2C(=O)O)c(OC)c1	3%	-17%	-2%	?	-2%	1%	-31%	5	-11%
Cc1nn(C)c(C(=O)NNC(=S)NCc2ccco2)c1Br	-21%	3%	-13%	-6%	0%	-5%	0%	-5	-4%
Cn1c(=O)c(C(=O)CSc2nncs2)c(N)n(Cc2ccccc2)c1=O	-4%	4%	40%[activator]	-2%	-1%	16%	-8%	1	2%
O=C(Nc1cc(S(=O)(=O)N2CCOCC2)ccc1N1CCOCC1)c1cccs1	29%	-5%	-7%	5%	-4%	-10%	0%	1	-6%
Cc1[nH]c2ccccc2c1/C=C/c1nc2ccccc2c(=O)n1-c1ccc([N+](=O)[O-])cc1	13%	-3%	-1%	3%	-6%	-10%	-4%	1	-6%
Cc1c(C(=O)NCc2cccnc2)oc2c1C(=O)CC(C)(C)C2	-25%	-14%	14%	3%	-3%	-2%	-1%	-4	0%
COc1nc(C)ccc1-c1noc(-c2ccncc2)n1	7%	-8%	17%	4%	5%	10%	-8%	-5	1%
Cc1cccc(C)c1NC(=O)NC1CCc2ccccc21 (stereo not drawn)	11%	-20%	25%	-4%	0%	7%	-2%	-5	-1%
CN1C(=O)/C(=N\OC(=O)c2ccccc2Cl)c2ccccc21	-33%	-6%	10µM*	-1%	-3%	5%	-16%	-5	0%
CCOC(=O)C(NC(=O)c1ccccc1)(OCc1ccccc1)C(F)(F)F (stereo not drawn)	-6%	-20%	-7%[57.1 µM]	-2%	-4%	1%[57.1 µM]	5%	0	0%
CC1=C(c2ccc(C)c(C)c2)S(=O)(=O)N=C1N1CCC(C(=O)NCc2ccc(Cl)cc2)CC1	2%	-7%	7%	-8%	-3%	0%	6%	-5	-6%
